Bioassay records deposited in PubChem by several laboratories.
IL1B NFkB pot: enhances IL-1B driven NFkB nuclear translocation. HUVEC IL-1B NFkB p65 nuclear translocation imaging. actives 0.3% (n = 94,000). activation, % at 2 µM;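 active = activation above 40%, about the mean plus 3 SD, also judged a hit on visual image review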;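 note: percent activation is computed from the nuclear over cytoplasmic p65 intensity ratio; values of inactives mirror those of a sister screen read the other way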
MRP reversal: reverses drug resistance mediated by MRP. H69AR cells + 2 uM doxorubicin, CellTiter-Glo, 72 h. differential viability (reversal), % at 10 µM. actives 0.04% (n = 85,000). AID 602;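 active = viability drop by adding the cancer drug above about 55%, with treated viability meeting a 40% cutoff, limit read from the data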;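 note: viability without doxorubicin minus viability with 2 µM doxorubicin for each compound; larger differential means the compound sensitizes cells more to doxorubicin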
NFkB transloc inh: blocks IL-1B driven NFkB nuclear translocation in HUVEC cells | HUVEC IL-1B NFkB p65 nuclear translocation imaging | inhibition, % at 2 µM | actives 0.43% (n = 94,000) | AID 796;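 active = inhibition above about 30% together with a positive call from visual inspection of the well image, limit read from the data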;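 note: nuclear over cytoplasmic p65 intensity ratio measured by imaging; 0% = IL-1B stimulated DMSO wells and 100% = unstimulated DMSO wells; values of inactives mirror those of a sister screen read the other way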
PLAP inhibition: inhibition of human placental alkaline phosphatase – biochemical, luminescence, HTS (AID 690) | actives 0.08% (n = 96,000) | purified PLAP, luminescent substrate; higher % means a stronger effect | inhibition, % at 20 µM; hits with a dose series show IC50 in µM; in the data active = a potency from the dose series; inactive = the rest, 99 in 100 with inhibition below about 30%; note: strong numbers were not always called active
Bcl-B displacement: displacers of TR3 peptide from Bcl-B, primary screen, selectivity assay for Bfl-1 inhibitor project, biochemical, fluorescence polarization | AID 748 | actives 0.11% (n = 96,000) | one-dose displacement, % at 20 µM; IC50 in µM for titrated hits | FP displacement of FITC-TR3 peptide from Bcl-B; higher % means a stronger effect;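 active = displacement above 50% at 20 µM plus a fluorescence interference ratio under 1.5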;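 note: plate controls were wells without compound for no effect and wells lacking Bcl-B protein for full effect; a part of the inactive calls stands beside numbers as strong as those of hits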
MRP reversal cytotoxicity: recorded beside MRP reversal, whose call it bears; viability, %; H69AR cells, CellTiter-Glo, 72 h; measured here: cytotoxicity without doxorubicin
MRP reversal with doxorubicin: second read-out of MRP reversal, no call of its own (marks repeat the call); viability, %; measured here: viability with 2 uM doxorubicin; stronger effect = lower value
NFkB transloc inh cell count 2 µM: further read-out of NFkB transloc inh, marked with its call; cell count; measured here: cells passing quality filter;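 raw number of nuclei counted in each imaged well without normalization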
IL1B NFkB pot cell count 2 µM: recorded beside IL1B NFkB pot, whose call it bears; cell count; measured here: cells passing quality filter
Starred values were filed as active, the others as inactive; · = not tested or not shown. A portion of the library (hit frequency here may not be typical).

SMILES	IL1B NFkB pot	IL1B NFkB pot cell count 2 µM	MRP reversal	MRP reversal cytotoxicity	MRP reversal with doxorubicin	NFkB transloc inh	NFkB transloc inh cell count 2 µM	PLAP inhibition	Bcl-B displacement
CC(C)COC(=O)N(C)c1ccc(C(O)(C(F)(F)F)C(F)(F)F)cc1	21	144	-12	72	83	-21	144	-9%	0%
COc1ccc(OC)c(NC(=O)CSc2ncccc2C(=O)O)c1	8	180	13	95	82	-8	180	-23%	0%
CC(=O)c1cc2c(cc1NC(=O)Nc1cccc(Cl)c1)OCCO2	1	97	12	84	72	-1	97	16%	1%
c1ccc2sc(N3CCN(Cc4nnnn4CC4CCCO4)CC3)nc2c1 (centres undefined)	·	·	17	101	84	·	·	-61%	-1%
CC(=O)c1ccc(N2CCCCCC2)c(F)c1	-10	116	10	99	89	10	116	12%	-13%
CCOc1ccc(NC(=O)CCn2c(=O)[nH]c3ccsc3c2=O)cc1	-25	126	·	·	·	25	126	12%	-2%
C=CCn1c(CCNC(=O)C(C)(C)C)nc2ccccc21	·	·	1	95	94	·	·	5%	-8%
O=C(O)c1cc(-c2ccco2)nc2ccc(Br)cc12	·	·	-9	87	95	·	·	-5%	48%
COc1ccc(OC)c(C(=O)c2oc3ccccc3c2NC(C)=O)c1	-17	126	-23	22	45	17	126	-8%	0%
Cc1cccc(NC(=O)C2CCN(S(=O)(=O)c3cccs3)CC2)c1	-3	134	11	93	81	3	134	24%	14%
COc1ccccc1/C=N/NC1=NCCCCC1	-4	154	0	97	97	4	154	-12%	-20%
Clc1ccc(-n2nnnc2-c2ccccc2)cc1	·	·	-36	105	141	·	·	12%	-13%
Cn1cc(SCC(=O)NCC2CCCO2)c2ccccc21 (centres undefined)	6	155	8	88	80	-6	155	-1%	1%
CCN1C(=O)/C(=C\N2CCN(c3cccc(Cl)c3)CC2)SC1=S	34	130	-1	50	51	-34	130	11%	-5%
O=c1[nH]c2cc3c(cc2cc1C(c1nnnn1Cc1ccccc1)N1CCCCCC1)OCCO3 (centres undefined)	-4	189	1	2	1	4	189	14%	-71%
Nc1nc(Cl)cc(Sc2ccc(F)cc2)n1	2	110	·	·	·	-2	110	16%	2%
Cc1cc(N2C(=O)CC(N3CCN(c4ccc(C(=O)c5cccs5)cc4)CC3)C2=O)no1 (centres undefined)	20	145	4	90	87	-20	145	-34%	-2%
Cc1nn(-c2ccccc2)c2[nH]c(=O)c(CNCC3CCCO3)cc12 (centres undefined)	·	·	2	94	91	·	·	-6%	-2%
O=C(COc1ccc(-c2ccccc2)cc1)N1CCN(C(=O)c2cccnc2)CC1	0	204	-15	51	66	0	204	-63%	6%
CCOC(=O)Cn1nnc(-c2ccc(S(C)(=O)=O)cc2)n1	6	167	-25	74	99	-6	167	8%	3%
COc1cccc(CC(NC(C)=O)C(=O)NC2CCN(S(=O)(=O)c3cccc4ccccc34)CC2)c1 (centres undefined)	-6	205	0	101	101	6	205	-45%	2%
[O-][N+]1=C(c2cccs2)CN(O)C1	-4	157	·	·	·	4	157	12%	-3%
COc1cc(NC(=O)c2cccs2)c(C(=O)OCC(=O)NC(=O)NCc2ccccc2)cc1OC	35	191	-2	27	28	-35	191	-4%	-8%
[O-][n+]1onc2c1CCc1c-2nc(-c2ccccc2)n1OCc1ccccc1	5	111	-11	73	84	-5	111	12%	6%
C=CCn1c(CC(=O)Nc2cccc(OC)c2)nnc1SCC(=O)NC1CCCCC1	16	118	14	89	75	-16	118	-29%	0%

Brought forward from above: 4 entries, then new ones.
SMILES	IL1B NFkB pot	IL1B NFkB pot cell count 2 µM	MRP reversal	MRP reversal cytotoxicity	MRP reversal with doxorubicin	NFkB transloc inh	NFkB transloc inh cell count 2 µM	PLAP inhibition	Bcl-B displacement
[O-][N+]1=C(c2cccs2)CN(O)C1	-4	157	·	·	·	4	157	12%	-3%
COc1cc(NC(=O)c2cccs2)c(C(=O)OCC(=O)NC(=O)NCc2ccccc2)cc1OC	35	191	-2	27	28	-35	191	-4%	-8%
[O-][n+]1onc2c1CCc1c-2nc(-c2ccccc2)n1OCc1ccccc1	5	111	-11	73	84	-5	111	12%	6%
C=CCn1c(CC(=O)Nc2cccc(OC)c2)nnc1SCC(=O)NC1CCCCC1	16	118	14	89	75	-16	118	-29%	0%
CCCNC(=O)c1cc(OC)c(OC)cc1[N+](=O)[O-]	-2	151	·	·	·	2	151	5%	-1%
c1ccc(CSc2nnc(SCc3ccccn3)s2)nc1	2	122	-10	83	93	-2	122	9%	11%
CCOC(=O)c1ccc(-n2c(C)nc3c(cnn3-c3ccc(Cl)cc3)c2=O)cc1	-4	105	12	74	61	4	105	-4%	8%
O=C(COC(=O)CCc1ccc(S(=O)(=O)N2CCCCC2)cc1)Nc1ccc2c(c1)OCO2	·	·	-22	68	90	·	·	23%	25%
CCCCCCn1c(N2CCC(C(N)=O)CC2)nc2c1c(=O)[nH]c(=O)n2C	15	89	-1	87	88	-14	89	18%	10%
Cc1c(NC(=O)COc2ncnc3ccccc23)c(=O)n(-c2ccccc2)n1C	4	175	4	96	91	-4	175	2%	-7%
Cn1c(=O)c2c(nc(CN3CCOCC3)n2CC(=O)c2ccccc2)n(C)c1=O	3	151	13	91	78	-3	151	·	·
COc1ccc(OC)c(NC(=O)Cn2cc(C(=O)c3ccco3)c3ccccc32)c1	-4	160	-6	84	90	4	160	-4%	-7%
CCc1nc(SCCO)c2oc3ccccc3c2n1	-1	133	14	90	77	1	133	16%	0%
CCOc1cc2[nH]c(=O)n(CC3CCC(C(=O)NCCCOC)CC3)c(=O)c2cc1OCC (centres undefined)	22	144	-7	74	81	-22	144	-30%	-3%
O=C(c1cnccn1)N(c1ccccc1)C1(C(=O)NC2CCCC2)CCCCC1	13	78	13	87	74	-13	78	-18%	-1%
Cc1cccn2c(=O)c(C=NCc3ccco3)c(Nc3ccc(SC(F)F)cc3)nc12	-3	106	·	·	·	3	106	-8%	-3%
O=C(CN1CCN(c2ccc(F)cc2)CC1)Nc1cccc(C(F)(F)F)c1	-7	159	-8	95	103	7	159	-74%	-4%
CCOC(=O)CCSc1nc(C)c2cc(OC)ccc2n1	-4	99	30	97	68	4	99	·	·
COCCn1c(SCC(=O)Nc2cccc(OC)c2)nnc1-c1ccc(Cl)cc1	19	118	1	73	72	-19	118	-22%	0%
Cc1c(C(=O)N2CCN(c3ccc(F)cc3)CC2)sc2nc(-c3ccccc3)cn12	1	106	14	75	61	-1	106	-12%	-10%
CCOC(=O)c1cc(-c2ccccc2)sc1NC(=O)CN1C(=O)NC(CC)(c2ccc(F)cc2)C1=O (centres undefined)	37	155	·	·	·	-37	155	-39%	-8%
Cc1ccccc1S(=O)(=O)Cc1ccc(C(=O)NCCCN2CCN(C)CC2)o1	-9	189	-12	82	94	9	189	-11%	5%
CC(=O)N(c1c(C)n(C)n(-c2ccccc2)c1=O)C1(C(=O)NC2CCCCC2)CCCCC1	23	181	-12	89	101	-23	181	-75%	6%
COC(=O)C(C)N(C(=O)c1ccc(C(=O)c2ccccc2)cc1)c1c(C)cccc1C (centres undefined)	12	70	-3	95	98	-12	70	-73%	-2%
C/C(CC(=O)NCc1ccco1)=N\NC(=O)Cc1cccc2ccccc12	3	99	·	·	·	-3	99	-1%	8%
CCCN1Cc2cccc(C(=O)N3CCN(c4ccccc4)CC3)c2C1=O	32	6	5	104	99	-32	6	-55%	4%
COc1cccc(NC(=O)COC(=O)c2c3c(nc4ccccc24)CCC(C)C3)c1 (centres undefined)	10	175	1	23	22	-10	175	-4%	1%
O=C(O)C1CCCCC1C(=O)NCCCc1ccccc1 (centres undefined)	0	174	14	101	87	0	174	8%	-10%
Cc1csc(NC(=O)c2cccc(C)c2C)n1	0	167	-20	67	87	0	167	-4%	-2%

Results in IL1B NFkB pot cell count 2 µM, for two of the compounds above:
smiles	IL1B NFkB pot cell count 2 µM
Cc1ccccc1S(=O)(=O)Cc1ccc(C(=O)NCCCN2CCN(C)CC2)o1	189
CC(=O)N(c1c(C)n(C)n(-c2ccccc2)c1=O)C1(C(=O)NC2CCCCC2)CCCCC1	181

The listing continues.
SMILES	IL1B NFkB pot	IL1B NFkB pot cell count 2 µM	MRP reversal	MRP reversal cytotoxicity	MRP reversal with doxorubicin	NFkB transloc inh	NFkB transloc inh cell count 2 µM	PLAP inhibition	Bcl-B displacement
CCn1cc([N+](=O)[O-])c(C(=O)Nc2nc(-c3ccc(C)cc3)c(C)s2)n1	-10	194	·	·	·	10	194	8%	12%
O=c1[nH]cnc2sc(-c3ccccc3)cc12	5	115	-5	86	90	-5	115	-1%	-6%
CC(Oc1ccccc1Br)C(=O)N1CCc2ccccc21 (centres undefined)	-12	82	-1	105	106	12	82	-11%	-6%
Cc1nnn(C23CC4CC(CC(C4)C2)C3)n1	3	71	17	100	84	-3	71	-2%	-8%
COCCNC(=O)CS(=O)Cc1nc(-c2ccc(Cl)cc2)oc1C (centres undefined)	-5	186	7	97	90	5	186	-11%	0%
O=S(=O)(c1ccccc1)n1ccc2ccccc21	12	112	4	89	86	-12	112	15%	-1%
COC(=O)C(C)N1C(=O)S/C(=C/c2cc(C)n(-c3ccccn3)c2C)C1=O (centres undefined)	8	56	-8	83	91	-8	56	-32%	-10%
O=C(C1CCCO1)N1CCc2ccccc21 (centres undefined)	25	173	13	83	69	-25	173	6%	1%
CC1CCC(C(=O)NC(C(=O)NCCN2CCC(C)CC2)C(C)C)CC1 (centres undefined)	15	137	10	98	87	-15	137	-59%	-6%
Cc1ccccc1N(CC(=O)N1CCN(c2ccccc2)CC1)S(C)(=O)=O	2	110	9	107	98	-2	110	-31%	-5%
CCCn1nnc(NC(=O)c2ccc(OC)cc2)n1	12	79	14	98	84	-12	79	22%	-8%
Cc1cc(C)n2nc(SCC#N)nc2n1	8	78	·	·	·	-8	78	·	·
CC(=O)Nc1ccc(-c2nn[nH]n2)cc1Cl	2	151	·	·	·	-2	151	19%	5%
CN(C)c1ccc(C=C2C(=O)OC(C)(C(C)(C)C)OC2=O)cc1 (centres undefined)	-1	108	·	·	·	0	108	4%	-8%
CC(C)OC(=O)CC12CN(C)CC(CC(=O)OC(C)C)(CN(C)C1)C2=O	6	176	8	100	93	-6	176	-2%	-7%
Cc1ccccc1N1C(=O)c2ccccc2C1Nc1cccnc1 (centres undefined)	17	176	9	92	83	-17	176	14%	8%
O=C(c1cc2ncc(Br)cn2n1)N1CCOCC1	-16	72	-4	100	104	16	72	-7%	2%
CC1(C)N=C(N)NC(Nc2ccccc2)=N1	-2	151	1	80	79	2	151	-11%	2%
CCNc1nc2c(c(=O)[nH]c(=O)n2C)n1CC(C)C	-11	165	7	95	88	11	165	-7%	-4%
O=C(O)C1CCCCC1C(=O)NCc1ccccc1 (centres undefined)	6	141	8	94	86	-6	141	6%	5%
N#CCCN1CCN(S(=O)(=O)c2ccc(S(=O)(=O)NCc3ccccc3)cc2)CC1	·	·	-1	91	92	·	·	3%	3%
Cc1ccc(/C(CSc2nccn2-c2ncc(C(F)(F)F)cc2Cl)=N\O)cc1	8	115	·	·	·	-8	115	0%	0%
O=C1c2ccccc2C(=O)N1Cc1nc2ccccc2c(=O)n1Cc1ccco1	·	·	22	80	58	·	·	7%	-49%
FC(F)(F)c1cc(-c2cccs2)nc(NCc2ccco2)n1	3	123	7	96	89	-3	123	-11%	-8%
O=C(NC1CCCC1)C(c1ccccn1)N(C(=O)c1csnn1)C1CCCC1 (centres undefined)	22	132	1	81	80	-22	132	·	·
Cc1cc(C(=O)OCC(=O)c2c(N)n(C)c(=O)n(C)c2=O)c(C)n1-c1ccccc1	2	165	-30	62	92	-2	165	16%	1%
O=C(NCc1ccco1)c1nc(-c2ccccc2)n(-c2ccccc2)n1	·	·	2	75	73	·	·	10%	-16%
COc1ccc(CC(=O)Nc2cccc(C(=O)O)c2C)cc1	2	163	6	103	97	-2	163	2%	3%
